CCT modulator: modulators of cytosolic chaperonin (CCT/TRiC) activity. purified chaperonin ATPase assay, HTRF ADP detection, 30 min. activity change, % (test concentration not listed), hits read low. hit rate 0.3% among 360,000. AID 651819; in the data active means activity change below about -30%; further: on the % scale 0 is the no-effect control and ±100 the full control effect
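ATPase activity: ADP formed was measured by HTRF Transcreener (665/615 nm ratio) after 30 min at 37 deg C with 10 uM ATP. Compounds screened at one 76 uM concentration against 40 or 20 nM TRiC in Tris pH 7.4/KCl/MgCl2/DTT buffer.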
DRD3 agonist: activates the human D3 dopamine receptor | P35462 | max activation, % | hit rate 0.58% among 410,000 | AID 652048 | D3R DiscoveRx beta-arrestin cells, luminescence, 90 min; in the data active means max activation above about 30%; further: 0% is about no effect; mostly tested at two doses, the higher about 12 µM
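Agonist mode: compounds and dopamine controls were applied to plated cells for 90 min at 37 degrees C after an overnight attachment at 1500 cells/well. Luminescent read-out followed 30 - 60 minutes at room temperature with DiscoveRx detection reagent.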
PTHR1 agonist: PTHR1 (human) receptor agonism; HEK293 GP2 PTHR1 cells, GloSensor cAMP luminescence, 1 h; Potency, µM (titrated, usually from 115 µM), for the others: at the highest dose activation, actives largely listed as activators; hit rate 0.075% among 410,000; AID 743266; further: potency means the concentration at half of the fitted maximal effect; nearly all actives have a fitted effect of over 55% in size; some results filed as inactive show a strong effect at the top dose; inactives centre near -15; many of its hits are not listed in these tables
Target sequence (Q03431 whole entry, looked up): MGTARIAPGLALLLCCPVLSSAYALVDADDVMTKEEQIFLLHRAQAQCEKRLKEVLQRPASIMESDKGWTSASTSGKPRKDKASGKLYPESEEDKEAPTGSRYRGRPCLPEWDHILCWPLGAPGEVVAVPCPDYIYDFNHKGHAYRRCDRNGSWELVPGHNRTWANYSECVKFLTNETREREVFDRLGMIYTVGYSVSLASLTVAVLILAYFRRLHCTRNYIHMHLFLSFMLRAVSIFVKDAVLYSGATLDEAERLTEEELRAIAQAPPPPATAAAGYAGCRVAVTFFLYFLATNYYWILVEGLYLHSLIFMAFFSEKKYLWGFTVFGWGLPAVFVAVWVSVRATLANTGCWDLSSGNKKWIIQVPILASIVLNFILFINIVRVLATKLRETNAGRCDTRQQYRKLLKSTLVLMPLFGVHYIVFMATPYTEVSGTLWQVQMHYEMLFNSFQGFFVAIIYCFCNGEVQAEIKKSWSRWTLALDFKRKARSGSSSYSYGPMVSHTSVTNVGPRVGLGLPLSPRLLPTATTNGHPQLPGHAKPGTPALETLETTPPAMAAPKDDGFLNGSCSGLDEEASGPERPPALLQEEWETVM
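HEK-293-derived GP2 cells expressing PTHR1 and a GloSensor cAMP reporter, 3,000/well, plated overnight, given luciferin plus IBMX (each 0.5 mM as added) for 1 h at 37 °C, then compound for 1 h at 37 °C. Luminescence was read after 15 min at room temperature.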
MmCpn inh: M. maripaludis TRiC chaperonin inhibition | purified Mm-Cpn ATPase, ADP Transcreener TR-FRET | hit rate 0.031% among 330,000 | Potency, µM (doses to about 76.9 µM), inactives show at the top dose activity, negative = inhibition, actives largely listed as inhibitors | AID 504842; further: potency means the concentration at half of the fitted maximal effect; on the % scale 0 is the no-effect control and ±100 the full control effect; nearly all actives have a fitted effect of over 80% in size
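ATPase turnover read by TR-FRET ADP competition (Eu cryptate antibody/ADP-d2, 665/590 nm): 10uM ATP final, 25nM Mm-CPN final, 30 min 37degC after 10-min compound preincubation, pH 7.4 Tris/KCl/MgCl2/DTT buffer.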
pAkt inh: blocks phosphorylation of Akt; Neuro2A IGF-stimulated pAkt S473 HTRF, 20 min; stronger effect = lower value; hit rate 0.32% among 360,000; activity change, % for hits at 50 µM; in the data active means activity change below about -80%; inconclusive means mostly about -51% to -80%; further: on the % scale 0 is the no-effect control and ±100 the full control effect
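Neuro2A cells (4,500/well, DMEM with 0.5% FBS) were treated with compound at a single 50 µM final concentration, stimulated with 6 nM IGF for 20 min at 37 °C, and lysed. Phospho-Akt Ser473 was read by HTRF as 665/615 ratio ×10^4.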
DRD3 antagonist: blocks the human D3 dopamine receptor; P35462; max response, negative = inhibition, %; D3R cells, DiscoveRx beta-arrestin luminescence, antagonist mode; stronger effect = lower value; hit rate 2.5% among 360,000; in the data active means max response below about -50%; inconclusive means no clear call, values can overlap the other calls; further: on the % scale 0 is the no-effect control and ±100 the full control effect; mostly tested at two doses, the higher about 12 µM
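Cells plated overnight at 1500 cells/well, then exposed to library compounds with dopamine controls for 90 minutes at 37 degrees C. DiscoveRx reagent added for 30–60 minutes at room temperature; luminescence read, quantitative HTS format.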
EPAC2 antag: EPAC2 (human) antagonism; EPAC2 GEF exchange of Rap1B-BODIPY-GDP, fluorescence; Potency, µM (doses to about 114 µM), for the others: top-dose activity, negative = inhibition, usual class: inhibitors; hit rate 0.18% among 360,000; AID 720708; further: potency means the concentration at half of the fitted maximal effect; on the % scale 0 is the no-effect control and ±100 the full control effect; nearly all actives have a fitted effect of over 45% in size; many of its hits are not listed in these tables
EPAC2 ag: activates human EPAC2 exchange factor | EPAC2 activation, biochemical qHTS; response scale: 100% = 6.5 mM cAMP response | Potency, µM (top dose mostly 154 µM), inactives show top-dose activation, usual class: activators | Q8WZA2 | hit rate 0.079% among 360,000; further: potency means the concentration at half of the fitted maximal effect; nearly all actives have a fitted effect of over 50% in size
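Fluorescence exchange assay: 100 nM EPAC2 with 250 nM RAP1B-BODIPY-GDP and 50 uM GDP; compounds tested as a concentration-titration series (qHTS). Loss of Rap1-bound BODIPY-GDP fluorescence read at 480/540 nm; data normalized to 6.5 mM cAMP.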
* hit, by the source's call; i = inactive; u = inconclusive; x = no result given; [ ] = another dose, or the depositor's remark. Unless noted, the call rests on the fitted dose curve; in most records, active means well fitted curve in the direction sought with a large enough effect; inconclusive means small, poorly fitted or top-dose-only effect, or another doubt; inactive means no such curve, though single readings can be large; an effect the other way counts as inactive or inconclusive. Some of the compounds tested; count on the stated rates, not on these rows.

Every second line gives: CCT modulator	DRD3 agonist	PTHR1 agonist	MmCpn inh	pAkt inh	DRD3 antagonist	EPAC2 antag	EPAC2 ag
O=C(Nc1nccs1)c1cc2cc(Cl)ccc2oc1=O
  1.7	1	0%	0%	i	-15	9%	-6%
CN(C)c1ccc(NC(=O)Nc2nnc([C@H]3C[C@H](O)[C@@H](CO)O3)s2)cc1
  -0.9	0	-15%	x	i	3	4%	6%
COc1ccc(Nc2nc(C(=O)NCc3ccco3)cs2)cc1
  0.5	5	-17%	-3%	i	11	-4%	14%
COc1ccc(NC(=O)CSC2=C(C#N)C(c3ccco3)C3=C(CCCC3=O)N2)c(OC)c1 (configuration not stated)
  -1.1	5	-1%[57.5 µM]	0%	i	21	2%	4%
COn1c(C)c(C)c2c3nonc3ccc21
  0.1	10	i	-1%	i	13	1%	0%
CCCCCOc1ccc(C(O)C(CN2CCOCC2)c2ccccc2)cc1 (configuration not stated)
  -0.2	10	-17%	3%	i	-1	-17%	4%
CC(Sc1nc2ccccc2[nH]1)C(=O)Nc1ccccc1F (configuration not stated)
  0.6	4	-5%	0%	i	3	-13%	7%
Cc1ccc(C)c(SCc2nc3sc(C(=O)O)c(C)c3c(=O)[nH]2)c1
  -0.2	-2	-14%	-1%	i	8	-4%	-5%
COc1ccc(CCNC(=O)C(=O)NCC2CCCN2S(=O)(=O)c2cccs2)cc1 (configuration not stated)
  -1.3	-4	-43%[inhibitor]	-3%	i	12	-2%	6%
Cc1ccc(NC(=S)N2CCN(C(=O)C3CCCO3)CC2)cc1 (configuration not stated)
  -2.1	-3	-11%	0%	i	5	-4%	-5%
Cc1ccc(S(=O)(=O)NCc2cn3ccccc3n2)c(C)c1
  0.2	1	i	2%	i	-7	0%	4%
CCCCc1ccc(NC(=S)NCCN2CCOCC2)cc1
  1.5	-9	i	1%	i	6	-12%	5%
CCOC(=O)C(=NC1CCCCC1)NNc1cccc(C(F)(F)F)c1
  -1.7	2	i	0%	i	-9	-29%	-1%
CCOC(=O)c1nnn(CC(=O)Nc2ccccc2OC)c1C(=O)OCC
  -0.6	-2	i	0%	i	-27	14%	-2%
C[C@@H]1NC(=O)N(c2ccc(F)cc2)C1=O
  0.5	11	i	-1%	i	4	-4%	3%
Nc1ccc2c(c1)C(=O)c1cc([N+](=O)[O-])ccc1-2
  -0.6	-9	i	x	i	u	0%	1%
CS(=O)(=O)N(CC(=O)Nc1ccccc1)c1cccc(Cl)c1Cl
  -1.4	10	i	0%	i	-26	-1%	18%
C=CCn1c(SCC(=O)Nc2sc3c(c2C#N)CCC3)nnc1C1COc2ccccc2O1 (configuration not stated)
  -7.7	-2	-2%[57.5 µM]	1%	i	-2	14%	19%
COc1ccc(S(=O)(=O)N2CCOCC2)cc1NC(=O)CN1C(=O)NC2(CCCCC2C)C1=O (configuration not stated)
  1.7	1	i	2%	i	5	-3%	-16%
O=C(CCCn1c(SCC(=O)NC2CCCCC2)nc2ccccc2c1=O)NCC1CCCO1 (configuration not stated)
  -1.7	-1	i	0%	i	9	20%	-4%
CCCCN(C=O)c1c(CC)nc2c(OCC(=O)C(C)(C)C)cccn12
  -0.8	-2	-24%	x	i	-16	-9%	6%
O=C(NCc1ccco1)/C(=C/c1ccc(C(F)(F)F)cc1)c1nc2ccccc2[nH]1
  0.9	-8	-29%	-2%	i	-12	u	-10%
CC(C)(C)c1ccc(C(=O)C2CCCN(C(=O)CCn3cncn3)C2)cc1 (configuration not stated)
  0.7	0	i	1%	i	-17	-1%	2%
CCOC(=O)CSc1nnc(-c2ccc(Cl)cc2Cl)o1
  1.5	4	-11%[57.5 µM]	-1%	i	u	10%	-2%
O=C1NC(=O)/C(=C\c2ccc(OCc3cnc(Cl)s3)cc2)S1
  1.9	3	-4%	-1%	i	-1	13%	3%
N=c1n(Cc2ccccc2)c2ccccc2n1CC(O)c1ccccc1 (configuration not stated)
  -0.4	-2	i	1%	i	21	7%	10%
C=CCNCC(=O)Nc1ccccc1SCC(=O)Nc1ccsc1C(=O)OC
  1.9	3	i	-2%	i	14	u	4%
CC(C)n1c(CN2CCN(C)CC2)nc2c1c(=O)n(C)c(=O)n2C
  -1.8	3	i	x	i	-22	11%	-1%
COc1c(Cl)cc(C(=O)NN)cc1Cl
  0.2	-9	15%	3%	i	-28	8%	4%
CN(Cc1cc(=O)n2ccsc2n1)Cc1nc2ccccc2c(=O)[nH]1
  -5.3	-2	i	1%	i	39	6%	-3%
CCNc1nc(NC(N)=S)nc(NC(C)(C)C)n1
  0.9	7	i	-4%	i	15	0%	-12%
CC(C)(C)c1ccc(-c2noc(CCC(=O)NCC3CCCO3)n2)cc1 (configuration not stated)
  -3.7	-3	i	1%	i	-11	-3%	-3%
CN(C)S(=O)(=O)c1ccc(Cl)c(NC(=O)CSc2nc3c(cc2C#N)C(=O)CC(C)(C)C3)c1
  -3.5	5	-24%	0%	i	-5	1%	2%
O=C(Nc1ccc(Cl)c(Cl)c1)Nc1ccccn1
  0.3	1	-27%	2%	i	24	3%	8%
O=C(CSc1nnc(-c2ccco2)n1Cc1ccccc1)c1ccccc1
  1.1	0	-21%	1%	i	1	-3%	8%
N=c1c2ccccc2nc2n1CCCCC2
  -1.5	-4	-13%	x	i	-12	1%	3%
CC(=O)c1cccc(-c2ccnc3c2CC(C(=O)NCCC(F)(F)F)O3)c1 (configuration not stated)
  -0.5	4	i	x	i	12	8%	6%
CCN(CC)S(=O)(=O)c1cc(NC(=O)Cc2ccc(S(=O)(=O)N3CCOCC3)s2)ccc1Cl
  1.2	-10	-42%	x	i	21	-13%	11%
COc1ccc(Cl)cc1NC(=O)C1CCCN(c2cc(C)nc3ncnn23)C1 (configuration not stated)
  -7.6	0	-22%[57.5 µM]	0%	i	4	14%	-2%
Clc1ccc(-c2cccc3nccn23)c(Cl)c1
  -77*	1	i	x	i	16	u	6%

Seven entries from above, arranged by molar mass, high to low.
Every second line gives: CCT modulator	DRD3 agonist	PTHR1 agonist	MmCpn inh	pAkt inh	DRD3 antagonist	EPAC2 antag	EPAC2 ag
CC(C)(C)c1ccc(C(=O)C2CCCN(C(=O)CCn3cncn3)C2)cc1 (configuration not stated)
  0.7	0	i	1%	i	-17	-1%	2%
CCCCN(C=O)c1c(CC)nc2c(OCC(=O)C(C)(C)C)cccn12
  -0.8	-2	-24%	x	i	-16	-9%	6%
CC(C)(C)c1ccc(-c2noc(CCC(=O)NCC3CCCO3)n2)cc1 (configuration not stated)
  -3.7	-3	i	1%	i	-11	-3%	-3%
O=C1NC(=O)/C(=C\c2ccc(OCc3cnc(Cl)s3)cc2)S1
  1.9	3	-4%	-1%	i	-1	13%	3%
CCOC(=O)CSc1nnc(-c2ccc(Cl)cc2Cl)o1
  1.5	4	-11%[57.5 µM]	-1%	i	u	10%	-2%
O=C(Nc1ccc(Cl)c(Cl)c1)Nc1ccccn1
  0.3	1	-27%	2%	i	24	3%	8%
N=c1c2ccccc2nc2n1CCCCC2
  -1.5	-4	-13%	x	i	-12	1%	3%

Carrying on:
Every second line gives: CCT modulator	DRD3 agonist	PTHR1 agonist	MmCpn inh	pAkt inh	DRD3 antagonist	EPAC2 antag	EPAC2 ag
CCOc1[nH]n(-c2ccccc2)c(=O)c1C=NCC(=O)OC
  -0.5	0	i	2%	i	-1	-6%	0%
COc1ccc(/C=C(\C#N)C(=O)NCCc2ccccc2)cc1OCc1ccccc1
  -2.8	3	i	4%	i	-5	6%	0%
O=C(NCC1CC1)c1onc(CSc2ccncc2)c1C(=O)NCC1CC1
  -2.2	-8	u	0%	i	-19	7%	2%
Cc1ccc(CNCc2cc(Cl)ccc2O)cc1
  -2.3	-50	-18%	-1%	i	u	20%	-3%
CCOC(=O)c1sc(NC(=O)CCCCl)nc1C
  0.9	2	-7%	1%	i	2	0%	-7%
O=C(COC(=O)COc1ccccc1Cl)Nc1ccccc1OC(F)F
  -1.2	5	i	0%	i	11	6%	4%
COCCCN1C(=O)C(O)=C(C(=O)c2ccco2)C1c1ccccc1 (configuration not stated)
  -1.5	-1	21%[57.5 µM]	-1%	-108%*	7	6%	-3%
